TRHR agonist – activates the human TRH receptor | P34981 | TRHR cells, calcium flux fluo-8, FDSS agonist mode | activation, % at 2 µM | 360,000 compounds, 0.18% hits; in the data active = activation above about 30%; note: 0% is about no effect
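Fluo-8-loaded TRHR cells; 10 s baseline, compound added, kinetic Ca2+ fluorescence read 1/s, agonist mode.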
TrxR1 substrate – rat thioredoxin reductase 1 substrate activity; 390,000 compounds, 0.01% hits; O89049; AID 588456; purified TrxR1 substrate turnover, NADPH consumption readout; Potency, µM (series often up to 114 µM), for the others: at the highest dose activity change, negative = substrate turnover; note: potency is the fitted concentration of half-maximal effect; % is set by controls: 0 for no effect and ±100 for the full control effect; nearly all actives have a fitted effect of over 50% in size
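Rat TrxR1, dispensed at 90 nM, was prereduced with 400 uM NADPH (final) for 5 min at ~22 deg C, then incubated with compound 15 min before 400 uM selenite. A first-read NADPH fluorescence drop versus no-compound background flagged substrates.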
TRHR PAM – TRH receptor (human) allosteric enhancement; enhancement, % at 2 µM; 360,000 compounds, 0.66% hits; TRHR cells, fluo-8 calcium fluorescence, EC20 TRH enhancement; P34981; in the data active = enhancement above about 30%; note: 0% is about no effect
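TRHR-expressing cells loaded with fluo-8 calcium dye were read kinetically (ex 480/em 530) during compound addition, then stimulated with an EC20 of TRH (10 nM final). Enhancement of the Gq-mediated intracellular calcium response was scored.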
D2 agonist – activates the human D2 dopamine receptor; activation, % at 2 µM; 340,000 compounds, 0.53% hits; AID 485358; P14416; HEK293 T-REx D2 cells, calcium flux agonist mode;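 active = activation over 3 SD above normal in the single-dose calcium agonist read, cut at about 30% in these data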; note: 0% is about no effect
Target sequence (P14416 whole entry, looked up): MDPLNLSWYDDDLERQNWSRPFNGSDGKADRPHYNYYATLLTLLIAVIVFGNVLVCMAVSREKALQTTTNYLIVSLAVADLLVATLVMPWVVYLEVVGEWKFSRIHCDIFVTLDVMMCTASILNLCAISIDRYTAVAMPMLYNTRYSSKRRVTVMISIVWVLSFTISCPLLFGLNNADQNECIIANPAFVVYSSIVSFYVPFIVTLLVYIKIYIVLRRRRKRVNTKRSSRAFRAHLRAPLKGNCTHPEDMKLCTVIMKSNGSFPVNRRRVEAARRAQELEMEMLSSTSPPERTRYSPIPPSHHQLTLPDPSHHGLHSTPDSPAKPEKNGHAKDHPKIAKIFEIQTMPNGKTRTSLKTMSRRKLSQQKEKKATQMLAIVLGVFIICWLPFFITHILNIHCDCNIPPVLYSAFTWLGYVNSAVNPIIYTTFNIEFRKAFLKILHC
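Calcium-flux readout, 1 cycle/sec over 180 s following compound pin transfer, in inducible HEK293 Trex D2 cells (force-coupled); dopamine controls included. Positive calcium responses during this window marked compounds as potential agonists.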
IDH1 R132H inh – inhibitors of human mutant IDH1 R132H. O75874. IDH1-R132H enzyme, NADPH consumption, diaphorase/resazurin fluorescence. Potency, µM (doses to about 76.6 µM), for inactives: at the top dose activity change, negative = inhibition, actives largely listed as inhibitors. 390,000 compounds, 0.093% hits; note: potency is the fitted concentration of half-maximal effect; % is set by controls: 0 for no effect and ±100 for the full control effect; nearly all actives have a fitted effect of over 65% in size
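IDH1-R132H (0.5 ug/mL dispensed) in pH 7.5 Tris buffer was preincubated 30 min with compound, then given a substrate mix of 0.016 mM NADPH and 2 mM alpha-KG for 80 min at room temperature; remaining NADPH was read by diaphorase/resazurin fluorescence.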
D2 antagonist – D2 dopamine receptor (human) antagonism; P14416; HEK293 TREx D2 cells, calcium flux, dopamine EC80; inhibition, % at 10 µM; 340,000 compounds, 2% hits; AID 485344; in the data active = inhibition above about 30%; note: 0% is about no effect
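In this primary screen, negative modulation is detected by tracking calcium flux after an EC80 dopamine challenge in inducible HEK293 T-REx D2 cells preexposed to test compound for 180 s.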
TrxR1 inh – rat TrxR1 inhibition; recombinant rTrxR1, NADPH fluorescence consumption, selenite substrate; 390,000 compounds, 1% hits; Potency, µM (series often up to 114 µM), inactives show top-dose activity change, negative = inhibition, usual class: inhibitors; O89049; note: potency is the fitted concentration of half-maximal effect; % is set by controls: 0 for no effect and ±100 for the full control effect; nearly all actives have a fitted effect of over 65% in size
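Rat TrxR1 (90 nM in the dispensed reagent) was pre-reduced with 400 uM NADPH for 5 min at room temperature, then incubated with compound for 15 min. After 400 uM selenite was added, NADPH fluorescence (Ex 340/Em 450 nm) was followed for 8 min.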
USP1-UAF1 inh – USP1/UAF1 (human) deubiquitinase inhibition; recombinant USP1/UAF1, Ub-Rhodamine cleavage fluorescence; Potency, µM (doses to about 57.1 µM), inactives show at the top dose activity change, negative = inhibition, usual class: inhibitors; O94782; 390,000 compounds, 0.23% hits; AID 743255; note: potency is the fitted concentration of half-maximal effect; % is set by controls: 0 for no effect and ±100 for the full control effect; nearly all actives have a fitted effect of over 60% in size; inactives centre near -12
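In this screen, compounds sit with the deubiquitinase complex (1nM) for 15 min at room temperature before Ub-Rho is added at 150nM final. Fluorescence rise is then followed for 6 reads every 60 seconds.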
PI4K2A block – PI4K2A (human) kinase inhibition | purified PI4K2A, ADP-Glo luminescence, 1 h; hits give low values | Q9BTU6 | activity change, negative = inhibition, % at 76.9 µM | 420,000 compounds, 0.13% hits | AID 1346378; in the data active = activity change below about -50%; inconclusive = mostly about -30% to -49%;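 note: -100% = wells without enzyme as full effect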
Target sequence (Q9BTU6 whole entry, looked up): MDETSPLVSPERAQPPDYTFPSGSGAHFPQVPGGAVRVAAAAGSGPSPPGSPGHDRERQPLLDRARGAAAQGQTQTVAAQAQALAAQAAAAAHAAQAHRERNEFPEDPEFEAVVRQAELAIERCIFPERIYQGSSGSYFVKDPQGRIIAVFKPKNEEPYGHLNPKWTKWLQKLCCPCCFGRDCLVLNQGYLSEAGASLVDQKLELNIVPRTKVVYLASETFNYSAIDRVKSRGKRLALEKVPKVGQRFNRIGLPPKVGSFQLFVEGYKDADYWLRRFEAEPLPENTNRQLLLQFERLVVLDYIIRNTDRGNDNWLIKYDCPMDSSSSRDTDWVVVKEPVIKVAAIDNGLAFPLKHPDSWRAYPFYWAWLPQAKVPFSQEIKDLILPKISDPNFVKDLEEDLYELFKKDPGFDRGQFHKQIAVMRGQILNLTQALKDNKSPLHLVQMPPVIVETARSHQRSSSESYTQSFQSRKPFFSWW
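ADP-Glo luminescence measured ADP generated by PI4K2A enzyme (4 ug/mL before mixing) with 1.2 mM PI substrate (pre-mix) and 300 microM ATP (pre-mix). Tris pH7.5 buffer with MgCl2, Triton X-100; 1 h reaction at ambient temperature.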
* hit, by the source's call; ? = inconclusive; nt = not tested or not shown; [ ] = dose if it differs, or a comment. Unless noted, calls come from the whole dose curve; as a rule, active = well fitted inhibition curve with a large enough effect; inconclusive = small, poorly fitted or top-dose-only effect; inactive = no such curve, though single readings can be large or run the other way.

Structure,TRHR agonist,TrxR1 substrate,TRHR PAM,D2 agonist,IDH1 R132H inh,D2 antagonist,TrxR1 inh,USP1-UAF1 inh,PI4K2A block
CCN1CCN(c2nc(Nc3cccc(OC)c3)nc(N)c2[N+](=O)[O-])CC1,-0.1,-2%[57.1 µM],8,nt,-6%,nt,0%[57.1 µM],-28%,0
O=C(NCc1ccccn1)c1cc(S(=O)(=O)N2CCCCC2)ccc1Cl,0.2,1%,19,-0.7,-8%,12,28%,-13%,-2
Cc1cccc(NS(=O)(=O)c2cc(C(=O)N3CCCC3)ccc2Cl)c1,0.4,6%,11,1.3,0%,4,7%,-12%,4
COc1ccc(/C=C/C(=O)OCC(=O)NC2CC2)c(OC)c1,nt,-1%,nt,nt,-9%,nt,-5%,-14%,1
Cc1cc(C)cc(NC(=O)CSc2nc3nc(C)cc(C)n3n2)c1,0.5,-3%,8,0.2,1%,-16,-2%,12%,-8
COC(=O)CCNC(=O)CCc1ccc(S(=O)(=O)N2CCCCCC2)cc1,-0.2,6%,5,-0.6,-5%,-5,24%,-8%,3
COc1cccc(N2CCN(S(=O)(=O)c3cc4c(cc3Cl)NC(=O)CO4)CC2)c1,0.0,5%[57.1 µM],-4,nt,-4%,nt,14%[57.1 µM],-2%,5
Cc1cccc(CC(=O)N2CCN(C(=O)c3ccco3)CC2)c1,-0.1,2%,3,0.6,0%,-8,5%,-27%,-3
CCCCOc1cccc(C(=O)N(Cc2ccco2)C2CCS(=O)(=O)C2)c1 (stereo unspecified),-2.0,1%,10,-0.1,0%,-2,6%,-13%,3
O=C1CS(=O)(=O)C2(C(=O)N(Cc3ccc(F)cc3)c3ccccc32)N1c1cccc(C(F)(F)F)c1 (stereo unspecified),2.5,-5%,14,-0.3,-7%,nt,29%,-33%,-10

In the list so far, these have four or more nitrogen atoms:
Structure,TRHR agonist,TrxR1 substrate,TRHR PAM,D2 agonist,IDH1 R132H inh,D2 antagonist,TrxR1 inh,USP1-UAF1 inh,PI4K2A block
CCN1CCN(c2nc(Nc3cccc(OC)c3)nc(N)c2[N+](=O)[O-])CC1,-0.1,-2%[57.1 µM],8,nt,-6%,nt,0%[57.1 µM],-28%,0
Cc1cc(C)cc(NC(=O)CSc2nc3nc(C)cc(C)n3n2)c1,0.5,-3%,8,0.2,1%,-16,-2%,12%,-8

(cont.)
Structure,TRHR agonist,TrxR1 substrate,TRHR PAM,D2 agonist,IDH1 R132H inh,D2 antagonist,TrxR1 inh,USP1-UAF1 inh,PI4K2A block
O=C(c1cc2ccccc2oc1=O)N(Cc1ccc2c(c1)OCO2)Cc1ccco1,-0.4,-11%,0,-0.3,2%,-14,-5%,-15%,-2
COc1ccc(-c2noc(CCC(=O)NC3CCCCC3)n2)cc1,0.1,6%,-20,0.0,13%,-15,15%,-5%,-1
COc1ccc(OC)c(S(=O)(=O)N2CCCCC2C(=O)N2CCN(c3ccccn3)CC2)c1 (stereo unspecified),-0.6,9%,-1,10,2%,-16,8%,-1%,1
COc1ccc(-n2c(CN3CCOCC3)nc3ccc([N+](=O)[O-])cc3c2=O)c(OC)c1,-1.3,-6%,-6,-0.5,-8%,8,-19%,-17%,-8
CCOC(=O)c1cc(Sc2ccccc2N)cc(C(=O)OCC)n1,-0.3,1%[57.1 µM],13,nt,6%,nt,10%,-21%,1
CNC(=O)C1CCC(Cn2c(=O)c3sccc3n(CC(=O)Nc3ccc(C)c(F)c3)c2=O)CC1 (stereo unspecified),0.0,0%[57.1 µM],0,1.3,-13%,nt,14%[57.1 µM],-4%,3
C/C(=N\NC(=O)c1c(C)nc2ccccn12)c1ccco1,-0.9,5%[57.1 µM],-3,nt,3%,nt,20%[57.1 µM],-5%,3
CCCS(=O)(=O)c1c(S(=O)(=O)CCC)c2ccc(C(N)=O)cn2c1C(=O)c1ccc(F)cc1,0.5,5%,-3,0.3,-2%,-26,-14%,-4%,3
Cn1cccc1CC(=O)N/N=C/c1ccc(Cl)cc1,-1.2,-15%[57.1 µM],-6,0.0,9%,-4,27%[57.1 µM],-9%,-2
Cc1nc2ncccn2c1-c1csc(Nc2ccc(S(N)(=O)=O)cc2)n1,-0.1,4%,4,0.1,7%,-5,22%,-29%,-4

Looked up above.
TRHR agonist, CCCS(=O)(=O)c1c(S(=O)(=O)CCC)c2ccc(C(N)=O)cn2c1C(=O)c1ccc(F)cc1 → 0.5
TRHR PAM, CCOC(=O)c1cc(Sc2ccccc2N)cc(C(=O)OCC)n1 → 13
D2 antagonist, O=C(c1cc2ccccc2oc1=O)N(Cc1ccc2c(c1)OCO2)Cc1ccco1 → -14
TrxR1 substrate, Cn1cccc1CC(=O)N/N=C/c1ccc(Cl)cc1 → -15%[57.1 µM]
TrxR1 substrate, Cc1nc2ncccn2c1-c1csc(Nc2ccc(S(N)(=O)=O)cc2)n1 → 4%
TRHR agonist, COc1ccc(-n2c(CN3CCOCC3)nc3ccc([N+](=O)[O-])cc3c2=O)c(OC)c1 → -1.3

(list continues)
Structure,TRHR agonist,TrxR1 substrate,TRHR PAM,D2 agonist,IDH1 R132H inh,D2 antagonist,TrxR1 inh,USP1-UAF1 inh,PI4K2A block
CC(=O)NCc1ccc(C(=O)CCl)s1,0.2,12%,3,nt,1%,nt,18%[57.1 µM],?,-17
CC1(C)C([N+](=O)[O-])C(c2ccccc2O)NC(c2ccccc2O)C1[N+](=O)[O-] (stereo unspecified),3.5,-5%[57.1 µM],3,1.2,3%,-4,15%,-11%,-4
Cc1cc(OCc2cn3cccnc3n2)ccc1Cl,-0.4,13%,2,nt,4%,nt,12%,-3%,2
COCCC1CCCCN1C(=O)c1cccc(OC2CCN(S(C)(=O)=O)CC2)c1 (stereo unspecified),0.2,2%,-8,1.2,-1%,11,7%,-17%,3
O=C(NC(Cc1ccccc1)C(=O)O)/C(=C\c1ccco1)NC(=O)c1ccc(Br)cc1 (stereo unspecified),0.8,0%,-13,0.5,-1%,7,?,-14%,-6
O=C(c1ccc(Cl)cc1)N(Cc1ccco1)Cc1ccco1,-0.8,-8%,-3,-0.8,17%,nt,-1%,-23%,-3
S=C(NCC1CC1)N/N=C/c1ccccc1Cl,0.0,-1%,0,-0.6,10%,6,22%[57.1 µM],-13%,1
Cc1cc(NC(=O)CCN2C(=O)C3C4C=CC(C4)C3C2=O)c2ccccc2n1 (stereo unspecified),0.9,13%,-7,0.4,-3%,-8,26%[57.1 µM],-7%,-10
Cc1ccc(C2=NOC(C)(c3nnc(-c4cccc(Cl)c4)o3)C2)cc1 (stereo unspecified),nt,-3%,nt,nt,-7%[38.3 µM],nt,7%,-17%,-1
CCn1c2ccccc2c2nnc(SCC(=O)Nc3ncccn3)nc21,-0.7,-7%,-1,-0.3,4%,3,-11%,-19%,0

(listing goes on)
Structure,TRHR agonist,TrxR1 substrate,TRHR PAM,D2 agonist,IDH1 R132H inh,D2 antagonist,TrxR1 inh,USP1-UAF1 inh,PI4K2A block
O=C(Nc1ccc(S(=O)(=O)N2CCc3ccccc32)cc1)C(F)(F)F,1.7,-7%[57.1 µM],-3,0.7,1%,-14,-7%[57.1 µM],0%,3
O=C(CCC1CCCCC1)Nc1cccnc1,0.1,-5%,1,0.1,4%,-5,-10%,-8%,5
CS(=O)(=O)c1ccc(C(=O)NNC(=O)c2cc(-c3ccccc3)n[nH]2)cc1,nt,5%,nt,nt,0%,nt,12%,-12%,-6
CN(CC(=O)Nc1ccccc1N1CCOCC1)CC(=O)Nc1ccc(F)c(F)c1F,-0.5,-1%,-1,-0.4,-4%,3,16%,-9%,6
CCCN1CCN(c2ncnc3sc(C(=O)Nc4cccc(Cl)c4C)c(C)c23)CC1,0.3,-2%[57.1 µM],12,-1.1,14%,nt,3%[57.1 µM],-15%,-1
CCOC(=O)c1nnn(-c2nonc2-n2cccc2)c1C,-0.6,6%[57.1 µM],1,-0.1,4%,-12,7%[57.1 µM],-21%,3
O=C(CNC(=O)C(c1ccccc1)c1ccccc1)N/N=C/c1cccnc1,-0.3,-2%[57.1 µM],5,0.3,0%,-17,6%[57.1 µM],1%,-4
C#Cc1ccc([C@H]2C=C(C(=O)N3CCN(Cc4ccccc4)CC3)O[C@@H](OCC)[C@@H]2CCCO)cc1,-0.2,8%[57.1 µM],-8,1.5,-4%,3,1%[57.1 µM],-20%,4
Cc1cccc(NC(=O)CNC(=O)CN2C(=O)NC3(CCc4ccccc43)C2=O)c1C (stereo unspecified),0.5,-9%,-1,0.9,1%,4,-8%,0%,3
Cc1ccc(S(=O)(=O)NCCC(=O)Nc2ccncc2)cc1C,0.2,8%[57.1 µM],-7,-0.2,-9%,-4,20%[57.1 µM],-5%,-12

Next part.
canonical_smiles	TRHR agonist	TrxR1 substrate	TRHR PAM	D2 agonist	IDH1 R132H inh	D2 antagonist	TrxR1 inh	USP1-UAF1 inh	PI4K2A block
COC(=O)Cn1nnc(-c2cccc(OC)c2)n1	0.2	-6%	7	0.3	0%	-30	14%	-22%	1
CCOC(=O)CCc1c(C)nc(SCC(=O)O)c(C#N)c1C	-0.2	5%	2	0.3	-6%	-14	?	-15%	3
O=C(/C=C/c1cccc(Cl)c1Cl)OCC(=O)N1CCOCC1	0.8	-6%	-1	1.1	3%	-2	-10%	-6%	-1
Cc1ccc(N=C(N)N=C(N)N)cc1	0.1	6%	-2	0.0	4%	-2	32%	-6%	3
Cc1ccc(CN(C(=O)c2ccc(F)cc2)c2ccccn2)o1	-0.2	4%	-7	0.9	-3%	nt	19%	?	4
Cn1c(SCC(=O)Nc2ccccc2Br)nnc1-c1cnccn1	-0.4	-16%	-1	-0.7	-7%	4	?	-16%	2
O=C(CN(C(=O)CNC(=O)c1cccs1)c1cccc(F)c1)NC1CCCCC1	0.3	10%[0.0914 µM]	1	-3.0	1%	4	-3%[57.1 µM]	-3%	1
